SRC2 TRFRET art = counter-screen for PPARgamma SRC-2 recruitment agonists: TR-FRET artefact; hits give high values; TR-FRET ratio at 8 µM; 0.4% of 200,000 active; in the data active = TR-FRET ratio above about 2000; note: inactives centre near 1500
PPARg SRC-2 ag = PPARgamma-driven SRC-2 recruitment agonism; activation, % at 8 µM; PPARgamma LBD-SRC-2 recruitment, biochemical; 0.34% of 200,000 active; in the data active = activation above about 22%;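 note: 0% = vehicle and 100% = reference agonist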
Target sequence (P37231 whole entry, looked up, the tested form may be a part): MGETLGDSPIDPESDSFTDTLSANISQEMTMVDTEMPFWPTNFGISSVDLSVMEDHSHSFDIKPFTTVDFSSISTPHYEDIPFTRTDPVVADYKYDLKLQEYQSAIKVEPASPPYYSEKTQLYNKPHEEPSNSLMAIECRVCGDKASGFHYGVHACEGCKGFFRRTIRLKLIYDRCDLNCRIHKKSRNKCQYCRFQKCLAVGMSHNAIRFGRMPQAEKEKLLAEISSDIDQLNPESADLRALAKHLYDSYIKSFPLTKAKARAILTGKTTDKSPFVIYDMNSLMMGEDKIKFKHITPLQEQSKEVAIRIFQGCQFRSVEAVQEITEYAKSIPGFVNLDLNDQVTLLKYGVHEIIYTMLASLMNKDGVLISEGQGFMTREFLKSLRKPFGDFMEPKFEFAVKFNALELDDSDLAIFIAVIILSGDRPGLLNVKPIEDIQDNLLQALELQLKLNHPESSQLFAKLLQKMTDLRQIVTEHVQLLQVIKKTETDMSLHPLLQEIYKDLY
bIAP activator = intestinal alkaline phosphatase (bovine) activation; purified bovine IAP, CDP-star luminescence, 30 min; hits give high values; fold of DMSO-control signal, blank-subtracted; activation factor at 20 µM; 0.17% of 200,000 active; AID 1016;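 active = activation factor of 2 or more at 20 µM, a signal rise over negative controls twice the positive control's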
S1P3 antagonist = S1P3 (human) receptor antagonism; inhibition, % at 4.98 µM; Q99500; CHO S1P3 NFAT-BLA reporter, FRET fluorescence, antagonist mode; 0.27% of 170,000 active; AID 485;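 active = inhibition above the plate cutoff, the mean inhibition of test wells on that plate plus 3 SD, cut at about 28% in these data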;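 note: cells challenged with S1P at its EC80 of 0.8 µM; blue over green emission ratio from cleaved BLA substrate after 4 h stimulation; 0% = S1P-stimulated wells and 100% = unstimulated DMSO-only wells; some compounds past the cut are filed as inactive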
PPARg SRC-1 ag = PPARgamma-driven SRC-1 recruitment agonism. P37231. PPARgamma-SRC-1 coactivator recruitment biochemical assay. activation, % at 8 µM. 0.41% of 200,000 active; in the data active = activation above about 19%;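 note: 0% = DMSO and 100% = reference agonist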
L major viab = inhibitors of Leishmania major promastigote growth; Leishmania major promastigotes, resazurin fluorescence viability; inhibition, % at 10 µM; 9% of 200,000 active; in the data active = inhibition above about 50%;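 note: promastigotes grown with compound for 44 hours at 28 °C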
ROMK primary = modulators of human ROMK potassium channel; B-score at 10 µM; P48048; AID 1918; Tet-inducible ROMK, thallium flux fluorescence; actives lie on both sides; 2% of 130,000 active;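 active = signal ratio slope over the read window, or its plate-corrected B-score, at least 3 SD from the plate mean, either direction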;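 note: B-score of the F/F0 ratio slope over 7 to 12 s after thallium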
Target sequence (P48048 whole entry, looked up): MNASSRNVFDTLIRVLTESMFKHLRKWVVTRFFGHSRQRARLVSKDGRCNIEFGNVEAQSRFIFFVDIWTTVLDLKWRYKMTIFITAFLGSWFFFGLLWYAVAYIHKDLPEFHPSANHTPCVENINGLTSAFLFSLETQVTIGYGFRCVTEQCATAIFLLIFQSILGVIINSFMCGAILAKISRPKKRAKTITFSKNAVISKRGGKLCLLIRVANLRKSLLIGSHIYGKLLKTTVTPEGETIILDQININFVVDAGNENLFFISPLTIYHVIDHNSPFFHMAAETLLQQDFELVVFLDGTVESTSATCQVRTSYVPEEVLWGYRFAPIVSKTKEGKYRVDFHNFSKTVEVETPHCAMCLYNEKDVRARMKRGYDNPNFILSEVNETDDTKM
Redox H2O2 prof = compounds producing H2O2 with reducing agent – biochemical, NIH compound library profiling, artefact control for MLSCN library redox annotation, primary screen; DTT-dependent redox cycling H2O2, phenol red/HRP absorbance; 100% = 100 µM peroxide control, 0% = buffer; 0.03% of 200,000 active; activation, % at 10 µM;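 active = activation of at least 50% relative to the plate's high and low controls in the primary single-dose screen; inactive = activation below 50%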;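 note: compound incubated with DTT at 0.8 mM final as the reducing agent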
bIAP inhibitor = blocks bovine intestinal alkaline phosphatase activity. 190,000 tested, under 10 active. inhibition, % at 20 µM. purified bovine IAP, CDP-star luminescence, 30 min;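 active = over 50% inhibition of intestinal alkaline phosphatase at 20 µM in the single-dose screen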
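test system = bovine IAP enzyme | medium = DEA buffer 100 mM, pH 9.8, with MgCl2 1.0 mM, ZnCl2 0.02 mM | detection = luminescence | dosing = single compound dose of 20 µM, 2% DMSO final | incubation = 30 min reaction at room temperature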
TLR4-MyD88 BLA = inhibitors of human TLR4-MyD88 binding. AID 861. 0.18% of 200,000 active. HeLa CL3-4 TLR4/MyD88 BLA complementation, FRET ratio. inhibition, % at 8.4 µM; in the data active = inhibition above about 25%;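 note: 0% = vehicle and 100% = reference inhibitor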
PPARg SRC-3 ag = agonists of human PPARgamma SRC-3 coactivator recruitment. biochemical PPARgamma/SRC-3 coactivator recruitment assay. activation, % at 8 µM. 0.26% of 200,000 active; in the data active = activation above about 23%;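 note: 0% = DMSO and 100% = reference agonist; some compounds past the cut are filed as inactive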
Active calls of the source: *; x = no result given.

SMILES	SRC2 TRFRET art	PPARg SRC-2 ag	bIAP activator	S1P3 antagonist	PPARg SRC-1 ag	L major viab	ROMK primary	Redox H2O2 prof	bIAP inhibitor	TLR4-MyD88 BLA	PPARg SRC-3 ag
O=C(O)c1cccc(N2C(=O)C3C4C=CC(C4=C(c4ccccc4)c4ccccc4)C3C2=O)c1 (stereo not drawn)	1684	5	1.2	-3	3	-1	-1.6	0.0	-19	17	5
CCOC(=O)N1CCC(NC(=O)CC(NS(=O)(=O)c2ccc(C)cc2)c2ccco2)CC1 (stereo not drawn)	1543	10	1	-17	-2	-9	0.13	0.0	3	9	1
CC(=O)Oc1ccc(-c2csc(Nc3cccnc3)n2)cc1	1455	2	0.9	x	11	1	x	1.7	8	-16	-2
O=c1c(Cc2ccc(Cl)cc2Cl)c(O)ccn1Cc1ccc(Cl)cc1	1476	-3	1	x	-5	15	x	-2.5	-2	-1	-2
O=C(CSc1nnc2c3cc(F)ccc3nc(-c3ccccc3)n12)N1CCOCC1	1700	11	x	-20	6	-2	x	0.6	x	-4	10
COc1ccc(/C=C/C(=O)NC(=S)Nc2ccc(S(=O)(=O)Nc3ccc(OC)nn3)cc2)cc1	1289	-2	1	-11	-1	-2	x	0.4	2	-4	-2
CC(=O)N1CCC(=NNS(=O)(=O)c2cccc([N+](=O)[O-])c2)CC1	1387	-12	0.9	x	0	1	0.37	1.1	10	-8	-8
O=C(Nc1ccccc1)C1=C[C@@H](c2ccc(C(F)(F)F)cc2)C[C@@H](OCc2ccc(CO)cc2)O1	1764	12	0.8	-33	11	65*	x	0.5	21	-1	2
CCn1cc(Br)c(C(=O)Nc2ccc(Cl)c(Cl)c2)n1	1628	-1	0.7	x	2	-3	-0.45	1.0	34	-21	-5
C=CCN(c1ccc(C(=O)NCCc2ccccc2)cc1)S(C)(=O)=O	1635	4	1.1	x	1	-1	-0.02	0.5	-11	5	-1
CCN(CC)CCN1C(=O)C(=O)/C(=C(/O)c2c(C)[nH]c(C(=O)OC)c2C)C1c1cccs1 (stereo not drawn)	1567	2	1	x	3	-3	1.3	0.6	0	1	8
CC(=O)c1cccc(Nc2nc(-c3ccccc3)cs2)c1	1555	-9	0.9	5	1	9	-0.6	-0.6	11	-14	0
Cc1cc(NC(=O)c2cc3n(n2)C(C(F)(F)F)CC(c2ccc(Cl)c(Cl)c2)N3)no1 (stereo not drawn)	1508	0	0.9	55*	1	2	-1.3	-1.1	10	17	0
COc1ccc(/C(O)=C2\C(=O)C(=O)N(CC3CCCO3)C2c2cc(OC)ccc2OC)cc1 (stereo not drawn)	1649	8	1	9	10	-9	x	1.5	3	-6	5
O=C(NCc1ccccc1)/C(=N\O)c1ccccc1	1484	4	0.9	x	6	-1	0.046	0.2	5	-5	5
C=CCc1cccc2cc(C(=O)Nc3ccc(CC(=O)O)cc3)c(=O)oc12	1750	6	1	-16	2	-7	1.4	-1.5	-2	16	1
CC(c1cccs1)N(C)Cc1nc(CCc2ccccc2)no1 (stereo not drawn)	1608	12	1	4	11	0	1.3	-1.2	-2	0	4
O=C(N/N=C/c1cccc(F)c1)c1cc(-c2ccco2)nc2ccccc12	1525	14	0.9	x	10	30	x	1.5	9	2	24
Cc1cccc(NC(=O)COC(=O)c2ccccc2-c2nc3ccccc3s2)c1C	1544	3	5.2*	-7	0	10	x	0.4	-421	3	-3
CCn1c(C)cc2c(c1=O)C(c1ccncc1)C(C#N)=C(N)O2 (stereo not drawn)	1439	1	0.9	-21	3	-12	x	-2.7	11	20	-1
O=C(Cc1ccccc1)N/N=C/c1ccccc1F	1559	5	1	-1	1	-2	x	0.6	-2	5	-4
COCC(=O)Nc1cc(C)c2c(=O)oc3ccccc3c2n1	1628	10	1	0	4	-4	x	-0.4	2	-4	3
CC(C)(C)N1C(=O)c2ccc(C(=O)Nc3nccs3)cc2C1=O	1710	1	0.9	7	3	2	-0.4	8.1	8	6	3
O=C(NCCCN1CCCC1=O)c1cc(-c2cccnc2)nc2ccc(Cl)cc12	1454	0	1	1	-7	6	x	-0.1	3	1	-1
CC(C)CNC(=S)NC1CC2CCCC(C1)N2Cc1cccs1 (stereo not drawn)	1615	-4	1.1	x	5	94*	x	-3.5	-14	10	8
O=C1CN(C(=O)COc2ccc(Br)cc2F)c2ccccc2N1	1555	-5	1	-5	-9	-7	x	0.3	-1	-9	2
CC(=O)NC1=C(C#N)C(c2ccccc2)c2c(ccc3ccccc23)O1 (stereo not drawn)	1605	2	1.1	x	5	6	2.2	0.0	-9	-11	5
Cc1cc(S(=O)(=O)N2CCN(c3ccc(F)cc3)CC2)c(C)s1	1682	0	0.9	10	0	-3	x	-0.8	7	-15	3
COc1c(C)cc(C(=O)C2CCCN(C(=O)c3cc(C)nc(C)n3)C2)cc1C (stereo not drawn)	1664	8	1.2	-6	5	1	x	-0.6	-15	2	8
CC(=O)Nc1ccc(NC(=O)CNC(=O)COc2ccccc2)cc1	1723	6	1.1	5	2	-7	0.66	-2.5	-9	-8	-3
COC(=O)c1ccc(NC(=O)C2CCCN2S(=O)(=O)c2ccc(C)cc2)cc1 (stereo not drawn)	1439	2	1	8	-2	11	x	-2.6	-1	-6	0
O=C1NC(Nc2ccccn2)(C(F)(F)F)C(=O)N1c1ccc(F)cc1 (stereo not drawn)	1710	4	1	-10	4	9	x	0.5	4	-2	7
COCCNc1nc(C(C)(C)C)nc2c1nnn2Cc1ccccc1Cl	1403	-4	1	x	-5	-2	x	2.9	2	9	-2
Cn1c(N)c(C(=O)COC(=O)CCc2c[nH]c3ccccc23)c(=O)n(C)c1=O	1648	3	0.8	x	-1	-3	0.43	0.6	17	-3	3
COc1cccc(Oc2ccc(N)cn2)c1	1586	2	1	-20	5	-2	x	-3.5	3	-10	0
CC(C)CC(=O)NC1(C(F)(F)F)C(=O)Nc2c1c(=O)[nH]c(=O)n2Cc1ccco1 (stereo not drawn)	1543	6	0.6	-27	0	-4	0.54	0.3	43	14	-10
CNC(=O)N(C1=NCC(C)(C)S1)c1ccc(F)c(Cl)c1	1836	-3	1	2	2	6	x	-3.7	0	4	9
O=C(O)/C=C/C(=O)N1CCN(S(=O)(=O)c2cccc(C(F)(F)F)c2)CC1	1491	2	0.9	-1	-1	-7	x	0.2	7	-11	-1
Cc1cc(Br)c(NC(=O)CN(C)CCOc2ccccc2)c(Br)c1	1451	-3	1.1	-1	-5	22	-1.4	-0.2	-11	-7	-1
CCCN1C(=O)/C(=C/C=C2\N(CC)c3ccccc3C2(C)C)SC1=S	1457	1	0.5	x	0	14	x	-5.8	48	5	-4
COC(=O)Cc1csc(Nc2c(C)n(C)n(-c3ccccc3)c2=O)n1	1322	0	0.9	10	6	-3	x	1.3	6	2	-1
FC(F)(F)c1cccnc1N1CCN(c2ncnc3nc[nH]c23)CC1	1444	1	1.2	-13	3	4	x	-0.1	-24	4	1
O=C(CNC(=O)C12CC3CC(CC(C3)C1)C2)N1CCN(S(=O)(=O)/C=C/c2ccccc2)CC1	1359	6	1.2	1	7	-3	x	-0.1	-15	-9	3
C=CCN1C(=O)C(Cc2ccc(OC)cc2)S/C1=N/N=C/c1ccco1 (stereo not drawn)	1953	15	0.9	x	13	0	x	2.7	10	-10	15
CC(=O)N(CC(=O)Nc1sc(C)c(C)c1C(N)=O)Cc1ccccc1	1314	-6	1	-1	2	-10	1.1	-1.1	2	-3	4
CC(=O)Nc1ccccc1OC(=O)N1CCOCC1	1602	2	0.9	x	2	-2	x	1.3	13	-1	0
O=C1Cc2ccccc2Sc2ccc(Cl)cc21	1534	-4	1	x	8	3	x	9.6	3	0	8
O=C(c1cccc(C(=O)N2CCN(c3ncccn3)CC2)c1)N1CCN(c2ncccn2)CC1	1420	-4	1	-10	0	-3	x	2.3	3	-3	-16
Cc1cc(OCC[N+]2(C)CCCCC2)nc2ccccc12	1578	8	0.8	x	-2	-5	-0.2	0.0	16	7	14
O=C(Nc1ccc(N2CCOCC2)c(Cl)c1)C1CCCCC1	1384	-3	1.1	43	-2	-1	-0.013	2.2	-10	1	5

Arranged by value in TLR4-MyD88 BLA (largest number first): some entries from above.
mol | TLR4-MyD88 BLA
CC(=O)N(CC(=O)Nc1sc(C)c(C)c1C(N)=O)Cc1ccccc1 | -3
O=C(CNC(=O)C12CC3CC(CC(C3)C1)C2)N1CCN(S(=O)(=O)/C=C/c2ccccc2)CC1 | -9
C=CCN1C(=O)C(Cc2ccc(OC)cc2)S/C1=N/N=C/c1ccco1 (stereo not drawn) | -10

Later entries
SMILES	SRC2 TRFRET art	PPARg SRC-2 ag	bIAP activator	S1P3 antagonist	PPARg SRC-1 ag	L major viab	ROMK primary	Redox H2O2 prof	bIAP inhibitor	TLR4-MyD88 BLA	PPARg SRC-3 ag
CCCCN(C)CCCNC(=O)c1ccc2c(c1)NC(=O)C(N1CCOCC1)S2 (stereo not drawn)	1531	0	1.1	4	-10	1	0.03	0.1	-7	-2	-8
O=C(c1cc(-c2ccc(F)cc2)on1)N1CCCc2ccccc21	1529	-1	0.9	10	-7	-2	-0.42	-0.5	14	-15	1
Cc1nc2ccccn2c1C(=O)NCC(C)C	1488	1	1	-1	1	-7	-1	-0.2	4	0	3
O=C1c2ccccc2C(=O)N1CCC(=O)N1CCCc2ccccc21	1678	-1	1.1	x	8	-4	x	0.6	-7	-19	10
COc1cc(Cl)c(C)cc1NC(=O)c1ccc(NS(=O)(=O)c2ccc(F)c(F)c2)cc1	1311	-3	1.2	-23	-8	10	-1.1	-0.4	-16	14	-6
Cc1noc(C)c1COC(=O)COc1cccc2c1OC(C)(C)C2	1641	5	0.9	-9	-6	-11	x	2.3	6	7	8
O=C(Nc1nnc(SCc2ccc(Cl)cc2Cl)s1)C1COc2ccccc2O1 (stereo not drawn)	1433	4	0.7	x	2	-2	x	-6.3	27	-1	-4
Cc1cccc(NC(=S)N/N=C/c2cccc([N+](=O)[O-])c2)c1	1499	-4	0.7	x	12	-2	x	-4.7	28	16	4
COc1cccc(C(=O)NC(=O)Nc2cc(C)on2)c1	1620	3	0.9	-5	10	8	0.21	5.8	8	-2	3
CC1CCCCC1NC(=O)COC(=O)c1ccc(S(=O)(=O)NCc2ccco2)cc1 (stereo not drawn)	1438	1	1	x	5	-3	-1	0.0	-2	-9	-8
O=C(C(=O)N1CCN(c2ccccc2F)CC1)c1c[nH]c2ccccc12	1673	3	1	1	7	-5	-0.44	-1.4	2	-11	2
Cc1ccc(NC(=O)CSCc2c(C)noc2C)cc1C	1597	15	1	8	8	-7	0.27	0.6	3	-2	-2
COC(=O)c1cc(Cl)nc2ccccc12	1240	-4	1	-6	-1	-5	-0.98	-1.2	2	-5	-1

Screens deposited in PubChem BioAssay by several laboratories.
